E-selectin induc: E-selectin induction on HUVECs; AID 686992; activation, % at 7.58 µM; P16581; 260,000 tested, 0.37% active; HUVEC E-selectin immunofluorescence imaging; normalized: neutral wells 0, TNF-alpha wells 100;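 active = mean E-selectin-positive cell signal at least 10% of the positive control, reached in at least 60% of replicates, without over 20% cell loss; inconclusive = no rule given, readout overlaps actives, possibly toxicity-flagged; inactive = the rest, including those meeting only one limit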;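 note: in these data hits start at about 27%; measured in HUVEC primary endothelial cells; signal is the percent of cells scored E-selectin positive by PE staining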
Target sequence (P16581 whole entry, looked up): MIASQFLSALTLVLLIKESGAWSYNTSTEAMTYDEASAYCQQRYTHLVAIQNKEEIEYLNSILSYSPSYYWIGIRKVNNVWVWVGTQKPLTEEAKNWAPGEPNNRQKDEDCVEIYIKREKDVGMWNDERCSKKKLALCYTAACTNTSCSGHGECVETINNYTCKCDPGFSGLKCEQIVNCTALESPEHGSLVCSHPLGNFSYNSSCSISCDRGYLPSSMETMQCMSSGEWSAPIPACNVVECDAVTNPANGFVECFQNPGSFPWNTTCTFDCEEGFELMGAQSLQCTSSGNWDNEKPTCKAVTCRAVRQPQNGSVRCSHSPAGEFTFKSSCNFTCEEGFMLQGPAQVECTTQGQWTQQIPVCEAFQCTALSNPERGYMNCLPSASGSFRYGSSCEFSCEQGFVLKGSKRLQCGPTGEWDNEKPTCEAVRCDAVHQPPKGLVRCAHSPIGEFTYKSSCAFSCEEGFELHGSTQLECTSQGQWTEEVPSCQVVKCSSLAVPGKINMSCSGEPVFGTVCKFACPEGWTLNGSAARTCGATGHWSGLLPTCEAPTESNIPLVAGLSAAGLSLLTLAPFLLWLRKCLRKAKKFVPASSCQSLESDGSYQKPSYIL
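Test system – human umbilical vein endothelial cells (HUVEC), E-selectin induction · Input – 3,000 HUVEC seeded per well · Buffer or medium – EGM-2, gelatin · Compound dosing – single-point compound dose · Detection – immunofluorescence imaging · Measure – percent E-selectin-positive cells · Controls – TNF-alpha high, DMSO low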
F508del corr: correctors of CFTR F508del function in bronchial epithelial cells; CFBE cells, YFP halide quenching; stimulated with forskolin plus potentiator P3; % fluorescence drop versus neutral controls; activity (quench increase), % at 7.58 µM; 350,000 tested, 0.36% active; AID 720511;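 active = mean added fluorescence quench of at least 8% versus neutral control, with both replicates also reaching 8%; inconclusive = only one of the mean or replicate conditions met; inactive = mean below 8% and not both replicates reaching 8%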;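 note: cells transiently co-express mutant CFTR-F508del with the halide-sensitive YFP; corrector assay measuring rescue of mutant channel to the surface after 24 h compound exposure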
RAD52 inh: blocks human RAD52 DNA annealing | recombinant RAD52 DNA annealing, FRET fluorescence | 360,000 tested, 0.46% active | AID 651710 | inhibition, % at 18.7 µM | P43351;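 active = every replicate showing at least 50% inhibition; inconclusive = mean inhibition at least 50% but not in every replicate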
RAD54 inh: RAD54 (human) branch migration inhibition. inhibition, % at 10.4 µM. Q92698. AID 602329. 360,000 tested, 0.14% active. RAD54 Holliday junction branch migration, FAM/BHQ fluorescence;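 active = mean normalized replicate activity at least 40 and at least half of replicates scoring 40 or more; inconclusive = only one of the two criteria met; inactive = mean below 40 and under half of replicates reaching 40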;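 note: 0% = median of neutral control wells and 100% = median of positive control wells; inhibitors cause a drop in the FAM fluorescence signal; in these data hits start at about 50%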
XiGFP reactiv: X-chromosome reactivation activator | XiGFP mouse fibroblasts, % GFP-positive cells imaging, 3 d; cells co-treated with 5-aza-dC sensitizer; scaled so ellipticine positive control = 100% | activation, % at 7.58 µM | AID 743238 | 360,000 tested, 0.055% active;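 active = mean normalized replicate activation at least 10% and every replicate at or above 10%; inconclusive = only one of the two criteria met; inactive = mean below 10% and not all replicates reach 10%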;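 note: 0% = median of on-plate neutral control wells and 100% = ellipticine 6 µM median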
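Assay system – SV40-immortalized XiGFP fibroblast cells, line 68-5-11 · Buffer or medium – DMEM supplemented with 5-aza-dC as sensitizing agent · Dosing – one concentration, pinned · Benchmarks – positive control ellipticine, 6 µM final · Times – 3 days compound exposure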
Casp6 inh: inhibitors of human caspase-6. 350,000 tested, 0.53% active. purified caspase-6, Z-VEID-R110 cleavage fluorescence. AID 686996. inhibition, % at 12.5 µM;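 active = mean inhibition across replicates at least about 35%, with every replicate also reaching that limit, limit read from the data; inconclusive = only one of the two criteria met; inactive = neither criterion met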;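 note: 0% = median of neutral control wells and 100% = no fluorescence left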
GSIS activator: primary screen for activators of insulin secretion dependent on glucose, INS-1E cells, GLuc reporter luminescence. 370,000 tested, 0.61% active. activation, % at 16.6 µM. AID 743287. INS-1E GLuc reporter insulin secretion, 2-3 h;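 active = lowest replicate activation of at least 40%, so every replicate reaches that level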;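 note: 0% = median of neutral control wells and 100% = median of IBMX positive control wells; some compounds called inactive have numbers as strong as hits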
DENV2 CPE: inhibitors of DENV2 cytopathic effect; DENV2-infected cells, cytopathic effect rescue, plate reader; CPE inhibition, % at 9.99 µM; 350,000 tested, 1.7% active; AID 651640; in the data active = CPE inhibition above about 20%, passing the limit was not always enough; inconclusive = no clear call, values can overlap the other calls; tested in BHK-21 cells;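 note: 0% = median of neutral control wells and 100% = median of positive control wells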
* marks the source's active call; other numbers are inactive results; ? = inconclusive; . = not tested or not shown.

Values in the order: E-selectin induc | F508del corr | RAD52 inh | RAD54 inh | XiGFP reactiv | Casp6 inh | GSIS activator | DENV2 CPE
N#C[C@@H]1[C@H](c2ccc(C3=CCCCC3)cc2)[C@@H](CO)N1C(=O)c1ccccn1
→ -0.4 | -4.1 | -3 | 10 | -0.1 | -1 | 1 | 14
COc1ccc(C(=O)Nc2ccc3c(c2)OC[C@@H](C)N(C)C[C@@H](C)[C@@H](OC)CN(C)C3=O)cc1
→ 0.1 | . | 12 | 0 | 0.0 | . | 10 | -1
CCCCN1C(=O)C(=O)N(CC(=O)c2ccc3c(c2)OCO3)C1=O
→ 0.8 | 0.0 | -18 | -5 | -0.2 | 1 | -7 | ?
COc1cccc(-c2ccc3c(c2)O[C@@H](CN(C)C(=O)C2CCC2)[C@H](C)CN([C@@H](C)CO)S3(=O)=O)c1
→ 0.5 | -7.5 | 3 | -8 | -1.1 | -1 | -7 | -6
Cc1ccc(S(=O)(=O)N2CCN(C(=O)N(C)C)CC2)cc1
→ . | 0.4 | 2 | . | 0.0 | 0 | 2 | -6
Cc1cc(C)cc(NC(=O)Nc2cccc(S(N)(=O)=O)c2)c1
→ . | . | -19 | 2 | 0.0 | -1 | -13 | ?
CCCCN(C1CCS(=O)(=O)C1)S(=O)(=O)c1ccc(OC)cc1 (centres undefined)
→ 0.0 | 0.5 | -10 | 7 | -0.1 | 2 | 20 | 8
O=C(C[C@@H]1CC[C@H](NC(=O)Nc2ccc(C(F)(F)F)cc2)[C@H](CO)O1)NCc1ccccn1
→ -0.2 | 2.8 | -4 | -3 | 0.2 | 1 | -4 | -3
CN1C(=O)c2cc(NS(=O)(=O)c3ccc(Cl)cc3)ccc2OC[C@@H]2O[C@H](CC(=O)N3CCc4ccccc4C3)CC[C@@H]21
→ 0.0 | 4.8 | 8 | -7 | 0.0 | -1 | 3 | -9
O=C(C1CCCCC1)N1C[C@@H]2[C@H](c3ccccc31)[C@H](CO)N2CC1CCOCC1
→ -0.3 | -3.0 | -18 | -4 | 0.1 | 2 | -7 | -2
N#CC1(Nc2cccc(Br)c2)C(=O)Nc2ccccc21 (centres undefined)
→ . | 1.6 | 4 | . | -0.1 | 4 | -24 | ?
CCCNC(=O)C1(C)CCCN(C(=O)Cc2ccc(OC)c(OC)c2)C1 (centres undefined)
→ 0.2 | -5.3 | -10 | -1 | -0.1 | 1 | 6 | 19
O=C(Nc1ccc(Br)cc1)c1ccc(CSC2=NCCS2)cc1
→ . | . | -1 | -14 | . | -3 | -6 | .
O=C(CSc1nnc(CNC(=O)c2cccs2)o1)Nc1cccc(F)c1
→ . | -1.4 | -8 | 10 | 0.0 | -1 | -4 | -3
CC(=O)NCCc1ccc(C(=O)COC(=O)c2ccco2)cc1
→ -0.1 | -3.5 | -4 | -18 | 0.3 | 3 | 4 | 8
COc1cc(N=c2oc3c(C)ncc(CO)c3cc2C(N)=O)cc(OC)c1OC
→ 0.6 | -4.0 | -9 | 11 | 0.0 | -1 | . | 5
C[C@H](CO)N1C[C@H](C)[C@@H](CN(C)C(=O)c2ccccc2F)Oc2ncc(C#Cc3ccccc3)cc2C1=O
→ -0.1 | -4.6 | 5 | 2 | 0.1 | -2 | -32 | -6
CN1CCN(C(=O)C[C@@H]2C[C@@H]3c4cc(NC(=O)CC5CC5)ccc4O[C@@H]3[C@@H](CO)O2)CC1
→ -0.1 | -0.9 | -9 | -9 | -0.1 | -1 | 8 | ?
COc1ccc(CN2CC3(CCN(C(=O)c4ccccc4)CC3)c3c([nH]c4cc(OC)ccc34)[C@@H]2CO)cc1
→ -0.7 | -0.2 | -64 | . | 0.1 | . | -1 | 5
COc1ccccc1N1CCN(Cc2ccc(-c3ccccc3[N+](=O)[O-])o2)CC1
→ 0.2 | -1.5 | -41 | 3 | 0.0 | 1 | 0 | -9
Cc1ccc(C(=O)NCc2ccc(F)cc2)cc1NC1=NC2CS(=O)(=O)CC2S1 (centres undefined)
→ 0.5 | -1.7 | -16 | -11 | -0.1 | -1 | -3 | -7
C[C@H](O)C#Cc1cnc2c(c1)C(=O)N([C@@H](C)CO)C[C@@H](C)[C@@H](CN(C)C(=O)Nc1ccc(F)cc1)O2
→ 0.1 | 0.3 | -16 | -4 | -1.1 | 1 | 13 | -1
CCN(CC)CCNC(=O)C1(O)c2cc(Br)ccc2NC(=O)N1c1c(F)cccc1F (centres undefined)
→ 0.0 | 0.9 | -11 | -21 | 0.0 | 8 | 5 | 6
COc1ccc(S(=O)(=O)N(C)C[C@@H]2Oc3ccc(NC(=O)Nc4ccc5c(c4)OCO5)cc3C(=O)N([C@H](C)CO)C[C@H]2C)cc1
→ -3.5 | -4.5 | -7 | ? | -1.4 | -1 | 9 | ?
N#Cc1cccc(-c2ccc([C@H]3[C@H]4CN(Cc5ccccc5F)CCCCN4[C@H]3CO)cc2)c1
→ 0.3 | -1.2 | -12 | 28 | 0.0 | . | 1 | .
COc1ccc(C(=O)Nc2ccc3c(c2)C(=O)N(C)[C@@H]2CC[C@@H](CC(=O)NCC4CC4)O[C@@H]2CO3)cc1
→ -0.1 | . | 9 | . | 0.0 | . | -1 | -4
CC(=O)Oc1ccc(N2C(=O)C3C4C=CC(CC4)C3C2=O)cc1[N+](=O)[O-] (centres undefined)
→ . | -3.2 | -6 | -7 | 0.1 | -1 | -15 | -4
Cc1cccc(Cn2cnc3c(sc4nc(C)cc(C)c43)c2=O)c1
→ 0.2 | -1.1 | -29 | -3 | 0.2 | 4 | 11 | -1

Laid out differently: entries from further up.
mol	E-selectin induc	F508del corr	RAD52 inh	RAD54 inh	XiGFP reactiv	Casp6 inh	GSIS activator	DENV2 CPE
COc1cccc(-c2ccc3c(c2)O[C@@H](CN(C)C(=O)C2CCC2)[C@H](C)CN([C@@H](C)CO)S3(=O)=O)c1	0.5	-7.5	3	-8	-1.1	-1	-7	-6
Cc1ccc(S(=O)(=O)N2CCN(C(=O)N(C)C)CC2)cc1	.	0.4	2	.	0.0	0	2	-6
Cc1cc(C)cc(NC(=O)Nc2cccc(S(N)(=O)=O)c2)c1	.	.	-19	2	0.0	-1	-13	?
CCCCN(C1CCS(=O)(=O)C1)S(=O)(=O)c1ccc(OC)cc1 (centres undefined)	0.0	0.5	-10	7	-0.1	2	20	8
O=C(C[C@@H]1CC[C@H](NC(=O)Nc2ccc(C(F)(F)F)cc2)[C@H](CO)O1)NCc1ccccn1	-0.2	2.8	-4	-3	0.2	1	-4	-3
CN1C(=O)c2cc(NS(=O)(=O)c3ccc(Cl)cc3)ccc2OC[C@@H]2O[C@H](CC(=O)N3CCc4ccccc4C3)CC[C@@H]21	0.0	4.8	8	-7	0.0	-1	3	-9
O=C(C1CCCCC1)N1C[C@@H]2[C@H](c3ccccc31)[C@H](CO)N2CC1CCOCC1	-0.3	-3.0	-18	-4	0.1	2	-7	-2
N#CC1(Nc2cccc(Br)c2)C(=O)Nc2ccccc21 (centres undefined)	.	1.6	4	.	-0.1	4	-24	?
CCCNC(=O)C1(C)CCCN(C(=O)Cc2ccc(OC)c(OC)c2)C1 (centres undefined)	0.2	-5.3	-10	-1	-0.1	1	6	19
O=C(Nc1ccc(Br)cc1)c1ccc(CSC2=NCCS2)cc1	.	.	-1	-14	.	-3	-6	.
O=C(CSc1nnc(CNC(=O)c2cccs2)o1)Nc1cccc(F)c1	.	-1.4	-8	10	0.0	-1	-4	-3

Bioassay records: PubChem BioAssay, Broad Institute
